Screening data (PubChem BioAssay)
Cardio protect: cardioprotection against H2O2-induced cell death, primary screen, uHTS, H9c2 cells, ATPLite luminescence; 360,000 tested, 0.63% active; H9c2 cardiomyocytes, H2O2 injury protection, 2 h; AID 588492, 2011; protection from H2O2 cell death, % at 20 µM;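 active = compounds giving at least 50% protection of heart cells from peroxide-induced death in the single-dose screen, raw or plate-pattern-corrected value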;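 note: 0% = DMSO wells with peroxide and 100% = DMSO wells without peroxide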
N-glyco inh: increase of ERlucT glycosylation luciferase signal, primary screen, N-linked glycosylation inhibitor project, D54 ERlucT cells, luminescence, set 2; D54 ERlucT glycosylation luciferase reporter, 24 h; percent of 100 nM tunicamycin response; reporter increase, % at 12.5 µM; 360,000 tested, 0.23% active; AID 588692, 2011;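 active = mean luciferase reporter signal, scaled so untreated is 0 and the glycosylation-blocking control 100, at or above a set limit in every replicate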;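 note: luciferase carries N-glycosylation sites so blocking glycosylation raises the light; 0% = median of neutral control wells and 100% = median of 100 nM tunicamycin wells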
aDG glyco up: activators of alpha-DG glycosylation, primary screen, uHTS, Pro5-aDG cells, AlphaScreen | alpha-DG glycosylation AlphaScreen (IIH6); 0% Pro5, 100% B10-LARGE cell signal | AID 624168, 2012 | 360,000 tested, 0.22% active | activation, % at 10 µM;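 active = activation of at least 8% versus controls, or a plate z-score of at least 8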;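 note: Pro5 are CHO cells carrying HIG-tagged alpha-DG that lacks glycosylation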
Exocytosis inh: LAMP-1 surface exposure blockers, TALL-104 cells – cell-based, flow cytometry, MLPCN library, primary screen | TALL-104 LAMP-1 surface exposure; cells stimulated with thapsigargin and PMA | inhibition, % at 10 µM | 360,000 tested, 0.66% active | AID 651702, 2012;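 active = inhibition above about 55%, limit read from the data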
HTR2A ag: mouse Htr2a agonists via beta-arrestin recruitment, primary screen, cell-based, luminescence. 5-hydroxytryptamine receptor 2A (Mus musculus), P35363. CHO-K1 mHTR2A beta-arrestin complementation; percent of 30 µM serotonin response. activation, % at 7.6 µM. 360,000 tested, 0.66% active;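 active = activation above a run cutoff, the mean activation of all tested compounds plus 3 SD, cut at about 14% in these data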;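 note: 0% = plate median of compound wells and 100% = 30 µM serotonin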
Target sequence (P35363 whole entry, looked up): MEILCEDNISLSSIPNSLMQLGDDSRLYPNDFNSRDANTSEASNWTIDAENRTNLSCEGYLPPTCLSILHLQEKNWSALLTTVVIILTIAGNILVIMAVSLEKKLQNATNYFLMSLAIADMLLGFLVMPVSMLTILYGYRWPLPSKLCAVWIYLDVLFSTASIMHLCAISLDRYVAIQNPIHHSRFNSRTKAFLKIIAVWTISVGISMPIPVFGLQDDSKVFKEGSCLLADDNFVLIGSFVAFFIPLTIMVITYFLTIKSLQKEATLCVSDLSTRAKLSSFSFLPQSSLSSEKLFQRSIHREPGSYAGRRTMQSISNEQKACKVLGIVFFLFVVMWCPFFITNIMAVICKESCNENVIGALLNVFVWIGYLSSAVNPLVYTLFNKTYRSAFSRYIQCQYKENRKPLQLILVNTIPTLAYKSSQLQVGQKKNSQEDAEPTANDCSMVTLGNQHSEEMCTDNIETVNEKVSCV
PDI inh: inhibitors of human PDI, primary screen, biochemical, turbidity, single point, plate reader | Protein disulfide-isomerase (Homo sapiens), P07237 | PDI insulin aggregation turbidity, A650, 90 min | inhibition, % at 10 µM | 350,000 tested, 0.052% active | AID 588391, 2011;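 active = mean inhibition across replicates of 30% or more, whatever share of single replicates reach that level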;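 note: absorbance from insulin aggregation driven by PDI reduction with DTT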
Target sequence (P07237 whole entry, looked up): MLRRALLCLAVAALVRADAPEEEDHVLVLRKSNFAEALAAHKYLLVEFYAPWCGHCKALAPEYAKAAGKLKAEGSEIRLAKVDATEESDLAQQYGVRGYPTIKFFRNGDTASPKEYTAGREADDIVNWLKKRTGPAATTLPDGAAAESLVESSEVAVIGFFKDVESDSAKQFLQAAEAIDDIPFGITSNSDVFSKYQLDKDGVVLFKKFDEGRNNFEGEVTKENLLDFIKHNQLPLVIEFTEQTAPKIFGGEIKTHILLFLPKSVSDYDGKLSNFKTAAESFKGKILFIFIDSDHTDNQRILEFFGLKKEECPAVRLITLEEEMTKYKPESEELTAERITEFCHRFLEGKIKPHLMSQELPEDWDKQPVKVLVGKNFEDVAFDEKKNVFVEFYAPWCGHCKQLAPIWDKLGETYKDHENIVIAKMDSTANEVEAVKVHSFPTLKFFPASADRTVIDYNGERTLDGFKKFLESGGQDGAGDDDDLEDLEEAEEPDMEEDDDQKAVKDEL
Vif imaging: HIV Vif self-association inhibitors, primary screen, imaging, HEK293T, single point; 340,000 tested, 0.35% active; inhibition, % at 7.49 µM; HEK293T cells, Vif self-association by quenched fluorescence, 24 h; in the data active = inhibition above about 50%, passing the limit was not always enough; note: some results filed as inactive read as strong as hits
CaV13 ICDI inh: Disruptors of the CACNA1D IQ motif to Ca2+-dependent inactivation inhibitor domain association, primary screening, Förster resonance energy transfer in intact living … | HEK cells, CFP/YFP FRET ICDI-IQ, plate reader, 10 min; percent FRET-ratio fall versus neutral wells | 340,000 tested, 0.098% active | inhibition, % at 12.3 µM;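 active = mean replicate inhibition of at least 30% and at least 1% of replicates passing that level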;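 note: 0% = median of the neutral control wells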
ABCB6 inh MLPCN: ABCB6 transporter inhibitors, primary screen, K562-ABCB6 cells, flow cytometry, MLPCN library; ATP-binding cassette sub-family B member 6 (Homo sapiens), Q9NP58; K562-ABCB6 porphyrin accumulation, 1 h; active compounds read low; fluorescence ratio to DMSO, % at 10 µM; AID 602162, 2011; 360,000 tested, 0.19% active;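 active = fluorescence ratio to DMSO below 75%, the collection mean minus 3 SD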;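 note: signal is porphyrin accumulated inside mitochondria; 100% equals median channel fluorescence of DMSO control wells; lower ratio means ABCB6 inhibition with less porphyrin fluorescence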
hiPSC survival: enhancers of single-cell hiPSC survival, primary screen, ATPlite luminescence. 100% = ROCK inhibitor wells, 0% = DMSO. survival enhancement, % at 20 µM. 360,000 tested, 0.044% active; in the data active = survival enhancement above about 18%;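 note: cells exposed to compounds for 16 hours before the ATP read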
Numbers without * were called inactive; nt = not tested or not shown. Compounds as they come. Share with any hit: about 3.1%.

Start of the listing, in advance, 6 compounds:
SMILES	Cardio protect	N-glyco inh	aDG glyco up	Exocytosis inh	HTR2A ag	PDI inh	Vif imaging	CaV13 ICDI inh	ABCB6 inh MLPCN	hiPSC survival
CCN(CC)CCCNC(=O)c1cc2nc(-c3ccccc3)cc(C(F)(F)F)n2n1	22	-6	0.1	21	-7	-2	-2	-4	89	-0.6
Cc1ccc(C(=O)CCC(=O)Nc2ccccc2F)cc1	8	2	-0.2	-1	-4	4	-2	4	99	-0.2
CC(=O)Nc1ccccc1C(=O)C(=O)O	-7	1	0.1	0	-1	1	0	-5	108	0.9
COc1ccc(CCn2nnnc2C(C(C)C)N2CCN(c3ncccn3)CC2)cc1OC (centres undefined)	15	0	-0.4	-3	6	20	-14	nt	96	0.2
O=C(NC1CCCCC1)C(c1ccncc1)N(Cc1ccc2c(c1)OCO2)C(=O)C(F)(F)F (centres undefined)	1	-1	0.1	1	2	1	nt	-5	87	0.1
Cc1ccc(CNC(=O)CCCn2nc(C)c3c(C)n(-c4ccccc4)nc3c2=O)cc1	-3	1	0.2	1	-6	5	11	-3	107	0.1

Main list, from the first entry:
SMILES	Cardio protect	N-glyco inh	aDG glyco up	Exocytosis inh	HTR2A ag	PDI inh	Vif imaging	CaV13 ICDI inh	ABCB6 inh MLPCN	hiPSC survival
CCN(CC)CCCNC(=O)c1cc2nc(-c3ccccc3)cc(C(F)(F)F)n2n1	22	-6	0.1	21	-7	-2	-2	-4	89	-0.6
Cc1ccc(C(=O)CCC(=O)Nc2ccccc2F)cc1	8	2	-0.2	-1	-4	4	-2	4	99	-0.2
CC(=O)Nc1ccccc1C(=O)C(=O)O	-7	1	0.1	0	-1	1	0	-5	108	0.9
COc1ccc(CCn2nnnc2C(C(C)C)N2CCN(c3ncccn3)CC2)cc1OC (centres undefined)	15	0	-0.4	-3	6	20	-14	nt	96	0.2
O=C(NC1CCCCC1)C(c1ccncc1)N(Cc1ccc2c(c1)OCO2)C(=O)C(F)(F)F (centres undefined)	1	-1	0.1	1	2	1	nt	-5	87	0.1
Cc1ccc(CNC(=O)CCCn2nc(C)c3c(C)n(-c4ccccc4)nc3c2=O)cc1	-3	1	0.2	1	-6	5	11	-3	107	0.1
Cc1cc(C)c(OCCCCn2cnc3ccccc3c2=O)c(C)c1	-10	1	0.0	-3	0	0	nt	-8	94	1.9
CC(=O)Nc1ccc(OCc2ccc(S(=O)(=O)Cc3ccccc3)cc2)cc1	-5	-3	-0.4	2	-3	-3	7	4	99	0.4
CS(=O)(=O)N1CCC(C(=O)NCc2ccc(Cl)cc2)CC1	2	1	-0.1	-4	-1	-3	-8	-2	98	-0.2
CN1CCC(N2CCN(C3CN(Cc4ccccc4)S(=O)(=O)C3)CC2)CC1 (centres undefined)	2	3	0.0	-1	3	nt	nt	-6	104	0.2
O=C(CCC(=O)c1ccc(F)cc1)Nc1cccnc1	15	0	-0.1	-8	1	22	-5	-5	116	2.8
C=CCN1C(=O)C(CC(=O)NCC)SC1=Nc1cc(Cl)ccc1Cl (centres undefined)	0	0	0.1	0	3	-7	-5	-2	100	0.7
Cc1cccc(/C=C(\C(=O)O)c2ccc(S(=O)(=O)N3CCCC3)s2)c1	6	-1	0.0	5	0	-7	34	-6	102	4.2
COc1ccccc1N(CC(O)CN1CCOCC1)S(=O)(=O)c1ccccc1 (centres undefined)	3	1	0.0	-3	-1	-3	-1	-6	94	-0.3
FC(F)(F)c1nc(NCc2cccnc2)c2ccccc2n1	-1	-1	0.3	-1	7	6	-5	-2	96	-0.7
COc1ccc(OC)c(-c2nnc(SCC(=O)N3CCCC3)o2)c1	3	-1	0.0	-4	1	15	-4	-5	95	-0.6
COc1ccccc1NC(=O)C(C)Sc1nnnn1C (centres undefined)	6	0	0.1	0	4	3	nt	-5	95	-0.7
COc1cccc(OC)c1C(=O)Nc1ccc(N2CCN(C(=O)c3cccs3)CC2)cc1	13	-2	0.0	-4	-7	11	-4	-5	97	0.0
COc1ccc(NC(=O)/C(N=Nc2cccc(S(=O)(=O)Nc3ccc(SC(F)F)cc3)c2)=C(\C)O)cc1	-11	-1	-0.1	1	3	-4	9	-6	94	-0.5
O=[N+]([O-])c1ccc(S(=O)(=O)Nc2cccc(-c3ccc(N4CCCC4)nn3)c2)cc1	-8	-1	0.0	-7	4	18	9	nt	91	-0.3
Cc1ccc(S(=O)(=O)N(C)CC(=O)OCC(=O)NCCN2C(=O)CSC2=O)cc1	5	5	-0.1	3	0	14	12	-5	97	0.1
CCOC(=O)CNC(=O)CSc1nnc(-c2ccco2)n1N	5	3	0.0	-2	5	0	22	-4	98	0.2
COC(=O)c1c(NC(=O)CSc2nncs2)sc2c1CCCCC2	-7	2	-0.7	-3	-7	-5	-12	-8	96	-1.7
COc1ccc(OCCOC(=O)c2ccc(F)c(S(=O)(=O)N3CCOCC3)c2)cc1	-6	0	0.2	4	5	-10	0	-15	96	-0.3
CC(C)CC(=O)Nc1ccccc1Oc1ccccc1	-2	-1	-0.2	2	7	0	-11	-5	93	-0.6
COc1ccccc1CC(=O)N1CCN(c2ccc([N+](=O)[O-])cc2)CC1	-13	-2	2.5	8	-3	2	3	-10	99	1.6
CCC(C)c1ccccc1N1CC(C(=O)Nc2ccc(S(=O)(=O)N3CCOCC3)cc2)CC1=O (centres undefined)	-8	-1	-0.3	-2	-4	-2	3	-6	104	0.3
O=C(NC1CCN(Cc2ccccc2)CC1)c1cccc(OC(F)F)c1	1	-1	0.1	6	-11	1	-6	-3	101	-0.6
O=C(C1CCCN(Cc2cccc(Cl)c2)C1)N1CCCCC1 (centres undefined)	6	2	0.2	1	2	11	-12	-6	101	-0.7
O=C(Nc1ccc(F)cc1)C(c1ccccc1OC(F)(F)F)N1CCN(C(=O)c2ccco2)CC1 (centres undefined)	nt	nt	0.7	-5	-1	nt	nt	1	nt	nt
COc1cccc(CNC(=S)Nc2cc(C)cc(C)c2)c1	2	-1	-0.3	-4	0	0	5	3	97	0.4
CCC1CN(C(=O)Nc2cccc(C)c2)c2cc(C)ccc2O1 (centres undefined)	3	-3	0.4	-13	-5	-1	-1	-1	96	1.2
Cc1cc(C(C)(C)C)cc(CN2CCN(S(=O)(=O)c3cccs3)CC2)c1O	-3	-9	-0.2	-9	-16	-13	-4	15	101	-2.9
O=C1CCc2ccccc2O1	-1	0	0.9	6	3	nt	15	nt	101	0.1
COc1ccccc1C(=O)Nc1c(C(=O)N(CCN(C)C)Cc2ccco2)oc2ccccc12	19	5	0.4	66*	-5	21	-6	-5	102	1.1
CN1C(=O)/C(=C/c2cccc(Cl)c2)Sc2ccc(C(=O)N3CCOCC3)cc21	-6	-2	0.1	-11	-2	1	0	-6	90	0.1
CC(C)(Oc1ccc(Cl)cc1)C(=O)NC1CCCCC1	8	-3	0.0	18	6	-2	nt	-4	91	-0.1
CCCc1nc2ccccc2c(=O)n1/N=C/c1ccccc1O	56*	0	-0.3	0	1	-3	3	-5	99	-1.2
COc1ccc(Cn2cc(CN3CC(N4CCN(CCO)CC4)CS3(=O)=O)nn2)cc1 (centres undefined)	nt	nt	0.1	-4	11	nt	nt	-11	98	0.2
Clc1cccc(OCCOCCN2CCNCC2)c1Cl	0	-2	0.1	-5	-7	6	-7	-4	95	0.7
CCOC(=O)N1CCC(NC(=O)CS(=O)(=O)Cc2nc(-c3ccccc3Cl)oc2C)CC1	-7	0	0.4	-3	12	-10	-2	-3	96	-0.5
O=C(CC(=O)c1ccccc1)Nc1ccccn1	-4	-7	-0.1	0	1	-1	-5	-19	96	0.1
CC(Cc1ccccc1)NC(=O)CCCN1C(=O)c2ccccc2C1=O (centres undefined)	-2	0	0.2	14	1	2	-16	-4	97	0.0
CCCc1cc(=O)oc2cc(C)cc(OCC(=O)Nc3ccccn3)c12	4	0	0.1	21	6	4	-5	-2	93	0.4
N#Cc1ccccc1COC(=O)c1cccnc1N	-2	-3	-0.1	5	0	2	-1	-6	96	0.6
CCOC(=O)N1CCC(NC(=O)C2CCCN2C(=O)OCc2ccccc2)CC1 (centres undefined)	-1	0	0.0	-2	4	-8	-2	-1	98	0.9
OCC1CCCC(n2cnc3c(=S)nc[nH]c32)O1 (centres undefined)	1	2	0.0	2	-3	8	-4	-6	94	0.3
O=C(NCc1ccccc1)C1CCCN(S(=O)(=O)c2cccnc2)C1 (centres undefined)	3	-2	-0.3	0	-2	3	nt	nt	93	-0.7

In the list so far, 3 contain a furan ring, fused or not.
SMILES	Cardio protect	N-glyco inh	aDG glyco up	Exocytosis inh	HTR2A ag	PDI inh	Vif imaging	CaV13 ICDI inh	ABCB6 inh MLPCN	hiPSC survival
CCOC(=O)CNC(=O)CSc1nnc(-c2ccco2)n1N	5	3	0.0	-2	5	0	22	-4	98	0.2
O=C(Nc1ccc(F)cc1)C(c1ccccc1OC(F)(F)F)N1CCN(C(=O)c2ccco2)CC1 (centres undefined)	nt	nt	0.7	-5	-1	nt	nt	1	nt	nt
COc1ccccc1C(=O)Nc1c(C(=O)N(CCN(C)C)Cc2ccco2)oc2ccccc12	19	5	0.4	66*	-5	21	-6	-5	102	1.1

Next records.
SMILES	Cardio protect	N-glyco inh	aDG glyco up	Exocytosis inh	HTR2A ag	PDI inh	Vif imaging	CaV13 ICDI inh	ABCB6 inh MLPCN	hiPSC survival
COc1ccc(Nc2nccc(-c3ccc(C#N)cc3)n2)cc1	-2	7	0.0	4	-1	15	2	-5	93	-0.5
CC(C)(c1ccccc1)c1ccc(OCc2ccc(C(=O)O)o2)cc1	0	1	-0.1	-1	1	0	11	-7	90	0.7
CCOc1ccc(CCNC(=O)Cn2nc(C)c3c(C)n(-c4ccccc4)nc3c2=O)cc1	-2	2	0.2	-5	0	-6	-5	-3	95	-0.6
COc1cc(C(=O)N2CCN(S(=O)(=O)c3ccc(Cl)cc3)CC2)ccc1OCC(=O)N1CCOCC1	-4	1	0.2	6	-4	0	0	-4	102	-0.1
N#Cc1c(-c2ccc(F)cc2)cc(C2CC2)nc1SCC(=O)c1cccs1	5	1	0.4	0	4	-11	9	-4	101	-2.0
COc1ccc2c(COC(=O)[C@@H]3CCCN3S(=O)(=O)c3ccc(Cl)cc3)cc(=O)oc2c1	2	2	-0.2	4	-6	3	-4	-16	109	0.5
Cc1ccc(-n2nnc3c(=O)n(CC(=O)N4CCOCC4)cnc32)cc1	0	3	-0.1	-4	-1	nt	0	-6	96	-1.6
